mIAP activ: activators of mouse IAP, primary screen, biochemical, luminescence, uHTS; activation factor at 10 µM; muIAP, CDP-Star luminescence, 30 min; stronger effect = higher value; 1 = vehicle-only enzyme signal, 0 = enzyme-free wells; AID 2805, 2010; hit rate 0.24% among 330,000;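 active means activation factor of at least 2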; further: the source names both 10 and 20 µM as test concentration; values of inactives mirror those of a sister screen read the other way
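System: mouse IAP enzyme. Reagent: CDP-Star chemiluminescent phosphatase substrate. Benchmarks: DMSO wells, no-enzyme wells. Times: 30 min enzyme-substrate-compound incubation at room temperature. Detection: luminescence from enzymatic CDP-Star hydrolysis. Doses: test compounds delivered from DMSO solution.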
MPTP block: mitochondrial permeability transition pore inhibitors, primary screen, biochemical, isolated mouse mitochondria, absorbance. Ca2+ swelling absorbance, 30 min. inhibition, % at 10 µM. hit rate 1.4% among 360,000;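 active means inhibition of 50% or more, scaled per plate between neutral and stimulator controls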;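 further: 0% = DMSO wells given calcium and 100% = 1 mM EGTA wells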
APOBEC3G inh: APOBEC3G DNA deaminase inhibitors, primary screen, biochemical, fluorescence, single-stranded DNA substrate, uHTS; inhibition, % at 20 µM; hit rate 0.28% among 330,000; DNA dC->dU-editing enzyme APOBEC-3G (Homo sapiens), Q9HC16; recombinant A3G, ssDNA deamination FAM/TAMRA fluorescence; AID 493012, 2011;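 active means inhibition of at least 40% at 20 µM, with no more than 30% in the related APOBEC3A deaminase screen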;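 further: plate controls were DMSO wells with A3G for no effect and wells lacking A3G enzyme for full effect; some compounds called inactive have numbers as strong as hits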
Target sequence (Q9HC16 whole entry, looked up): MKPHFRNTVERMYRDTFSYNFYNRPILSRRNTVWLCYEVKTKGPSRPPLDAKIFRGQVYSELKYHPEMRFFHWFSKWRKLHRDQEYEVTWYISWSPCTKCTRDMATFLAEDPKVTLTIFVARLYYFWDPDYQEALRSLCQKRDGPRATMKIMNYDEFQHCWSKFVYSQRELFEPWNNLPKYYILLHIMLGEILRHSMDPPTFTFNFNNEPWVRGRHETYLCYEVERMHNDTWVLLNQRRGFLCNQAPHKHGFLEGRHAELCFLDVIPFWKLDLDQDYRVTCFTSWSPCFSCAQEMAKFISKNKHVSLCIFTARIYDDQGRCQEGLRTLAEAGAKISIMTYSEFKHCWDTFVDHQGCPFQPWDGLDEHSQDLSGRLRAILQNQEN
ATG4B inhibitor: ATG4B protease inhibitors, primary screen, biochemical, fluorescence, uHTS; Cysteine protease ATG4B (Homo sapiens), Q9Y4P1; ATG4B cleavage of LC3-PLA2, NBD-HPC fluorescence, 1 h; inhibition, % at 8.33 µM; hit rate 0.51% among 340,000; AID 504462, 2011; in the data active means inhibition above about 40%
A3A deaminase: APOBEC3A ssDNA deaminase inhibitors, primary screen, selectivity assay for APOBEC3G inhibitor project, biochemical, FAM/TAMRA oligo cleavage fluorescence. recombinant A3A, FAM/TAMRA ssDNA deamination fluorescence. inhibition, % at 20 µM. DNA dC->dU-editing enzyme APOBEC-3A (Homo sapiens), P31941. hit rate 0.41% among 330,000;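 active means at least 40% inhibition at 20 µM here, with at most 30% in a related deaminase screen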;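 further: plate controls were A3A with DMSO for no effect and wells lacking A3A enzyme for full effect; some results filed as inactive read as strong as hits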
Target sequence (P31941 whole entry, looked up): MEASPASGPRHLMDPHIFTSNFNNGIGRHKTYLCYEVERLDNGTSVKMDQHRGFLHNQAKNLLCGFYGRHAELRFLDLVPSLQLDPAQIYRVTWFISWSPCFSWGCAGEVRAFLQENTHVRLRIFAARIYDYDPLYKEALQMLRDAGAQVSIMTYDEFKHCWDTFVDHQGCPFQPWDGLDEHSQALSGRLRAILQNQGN
beta cell repl: inducers of MIN6 beta-cell proliferation, primary screen, ATP luminescence, uHTS. MIN6 cells proliferation, ATPlite luminescence, 48 h; cells starved in 0.2% serum; 100% = growth in 10% serum. proliferation, % at 10 µM. hit rate 0.29% among 330,000;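 active means compounds whose signal lies at least 3.5 SD above the mean of all wells on their plate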;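 further: 0% = DMSO-treated cells in low-serum medium and 100% = 10% serum control; some compounds called inactive have numbers as strong as hits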
mIAP block: inhibitors of mouse IAP, primary screen, biochemical, luminescence, uHTS. intestinal alkaline phosphatase [Mus musculus]. purified mouse IAP, CDP-Star luminescence, 30 min. inhibition, % at 10 µM. hit rate 0.2% among 330,000. AID 2806, 2010;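 active means inhibition of at least 40% at 10 µM in the primary screen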;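 further: plate controls were DMSO with enzyme for no effect and no enzyme wells for full effect; values of inactives mirror those of a sister screen read the other way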
hIAP act: human IAP activators, primary screen, biochemical, luminescence, uHTS | activation factor at 10 µM | hit rate 0.16% among 330,000 | purified human IAP, CDP-Star luminescence, 30 min; stronger effect = higher value; 1 = vehicle-only enzyme, 0 = enzyme-free background | Intestinal-type alkaline phosphatase (Homo sapiens), P09923;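 active means activation factor of the enzyme at least 2-fold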; further: the source names both 10 and 20 µM as test concentration; values of inactives mirror those of a sister screen read the other way
Target sequence (P09923 whole entry, looked up): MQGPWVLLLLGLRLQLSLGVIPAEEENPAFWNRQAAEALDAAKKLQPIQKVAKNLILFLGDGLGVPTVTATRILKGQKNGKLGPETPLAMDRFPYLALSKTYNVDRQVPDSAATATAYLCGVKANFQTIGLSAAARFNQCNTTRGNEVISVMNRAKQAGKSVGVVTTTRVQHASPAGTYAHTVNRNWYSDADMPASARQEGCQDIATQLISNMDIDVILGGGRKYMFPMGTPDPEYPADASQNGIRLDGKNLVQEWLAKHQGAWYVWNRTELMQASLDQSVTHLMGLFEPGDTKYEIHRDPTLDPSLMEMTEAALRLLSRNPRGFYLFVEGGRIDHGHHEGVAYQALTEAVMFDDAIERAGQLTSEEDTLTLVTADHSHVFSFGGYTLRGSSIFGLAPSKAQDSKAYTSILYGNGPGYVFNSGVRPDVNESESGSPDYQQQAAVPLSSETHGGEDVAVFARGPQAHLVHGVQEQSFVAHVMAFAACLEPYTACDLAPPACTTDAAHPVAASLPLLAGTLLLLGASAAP
hIAP inh: human IAP inhibitors, primary screen, biochemical, luminescence, uHTS | Intestinal-type alkaline phosphatase (Homo sapiens), P09923 | purified IAP, CDP-Star luminescence, 30 min | inhibition, % at 10 µM | hit rate 0.12% among 330,000 | AID 2544, 2010;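 active means inhibition reaching a set limit with compound at 10 µM in the primary screen, cut at about 35% in these data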;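 further: plate controls were DMSO wells with enzyme for no effect and no-enzyme buffer wells for full effect; values of inactives mirror those of a sister screen read the other way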
An asterisk follows results filed as active; · = no result given.

Sample of the layout:
SMILES	mIAP activ	MPTP block	APOBEC3G inh	ATG4B inhibitor	A3A deaminase	beta cell repl	mIAP block	hIAP act	hIAP inh
Cn1cncc1C#Cc1ccc2c(=O)c3ccccc3oc2c1	0.99	1.9	-5	-20	2	-1	1	1.1	-12
COc1ccc(C(=O)N2CCN=C2SC)cc1	1.1	0.6	-3	-2	-12	-3	-6	1.1	-7

The list itself (from the top)
SMILES	mIAP activ	MPTP block	APOBEC3G inh	ATG4B inhibitor	A3A deaminase	beta cell repl	mIAP block	hIAP act	hIAP inh
Cn1cncc1C#Cc1ccc2c(=O)c3ccccc3oc2c1	0.99	1.9	-5	-20	2	-1	1	1.1	-12
COc1ccc(C(=O)N2CCN=C2SC)cc1	1.1	0.6	-3	-2	-12	-3	-6	1.1	-7
Cc1cccc(NC2SC(=O)N(c3ccccc3)C2=O)c1 (configuration not stated)	0.96	0.6	-11	10	-5	-1	4	1	-3
O=C(CCNS(=O)(=O)c1c(Cl)cccc1Cl)N1CCCC1	1.1	0.2	-4	-3	-2	-1	-12	1.1	-12
COc1cc(C(=O)NNC(=O)c2ccoc2C)cc(OC)c1OC	0.98	-1.8	-2	6	0	-1	2	1	-4
c1cc(CNCC2CCCO2)ccn1 (configuration not stated)	0.92	1.1	-4	-10	-3	-1	8	1	-2
CCC1CCCCN1CCCNC(=O)CC1Oc2ccc(C)cc2NC1=O (configuration not stated)	1	-0.5	-6	-7	-1	-2	0	1	0
CCCN1CCN(CCCNC(=O)c2cc3c(=O)[nH]c4ccccc4c3s2)CC1	1	-0.6	-5	-12	-1	-3	-2	0.92	8
COC(=O)Cn1c(CCC(=O)O)ccc1-c1ccccc1	0.96	2.5	-5	-3	0	2	4	1.1	-10
Cc1cccc(NC(=O)C2CCN(S(=O)(=O)c3ccc4ccccc4c3)CC2)n1	0.97	-0.1	-7	3	0	0	3	1.1	-8
Cc1cccc(OCC(=O)NCC(=O)N/N=C/c2cccs2)c1	1	1.0	-6	-8	-6	-2	0	1.1	-7
N#Cc1c(N)nc(SCc2ccccn2)c(C#N)c1-c1cccs1	0.87	1.4	-11	0	-5	-4	13	0.89	11
CSc1nc2ccccc2n1Cc1cccc(F)c1	0.96	0.0	-6	-7	-4	-1	4	0.95	5
O=C1c2cccc3c(N4CCCCC4)ccc(c23)C(=O)N1c1ccccc1O	1	-0.5	-16	1	-7	-4	-4	0.98	2
CCOC(=O)c1cccc(NC(=O)CSc2nnc(-c3ccoc3C)n2CC)c1	0.94	-0.6	-2	0	-3	0	6	0.9	10
Cc1nnc(NC(=O)C23CC4CC(CC(C4)C2)C3)s1	1	0.0	-6	-7	-5	3	-4	0.82	18
O=C(CN1C(=O)NC2(CCCC2)C1=O)N1CCc2ccccc2C1	1	1.1	-3	-7	2	-4	-1	1.1	-12
CCCc1nnc(NS(=O)(=O)c2ccc(OC)cc2)s1	0.86	-3.1	-6	-7	-5	-2	14	0.86	14
CCOc1ccc2noc3c2c1C(=O)c1ccccc1-3	0.92	-0.1	-9	4	-8	-4	8	1	-3
CCC(=O)c1ccc(OC(=O)/C=C/c2cc(OC)c(OC)c(OC)c2)cc1	0.87	4.5	-11	-3	-3	-3	13	0.85	15
O=C(NC1CCCC1)C1=COCCO1	1	-0.7	9	-3	6	0	-1	1.1	-7
COC(=O)C1=C(C)NC2=C(C(=O)CC(C)(C)C2)C1c1ccsc1 (configuration not stated)	0.93	-0.9	-4	2	2	-3	7	0.86	14
CCCCCOC(=O)C(C)c1c(C)[nH]c(=S)[nH]c1=O (configuration not stated)	0.97	-2.8	-3	-5	0	-3	3	1.1	-9
COc1ccc(C)cc1NC(=O)C(C)N1CCOCC1 (configuration not stated)	0.98	-0.2	-5	-3	-3	-1	2	1.1	-14
Cc1ncc([N+](=O)[O-])n1S(=O)(=O)c1cc(Br)ccc1Br	1.1	-0.4	0	-1	-2	-1	-10	1.1	-6
CC(=NCCCn1ccnc1)c1c(C)[nH]n(-c2ccc([N+](=O)[O-])cc2)c1=O	0.94	0.2	-4	-4	0	-3	6	0.97	3
CC1(C)CC(=O)C(C=NCCN2CCN(C(=S)Nc3cccc(Cl)c3)CC2)=C(O)C1	0.98	-1.2	-2	-9	0	-2	2	0.83	17
CCCC(=O)NC(=S)c1c(C)n(C)n(-c2ccccc2)c1=O	0.85	-1.7	-11	6	1	-2	15	0.99	1
O=C(CNc1ccc2ccccc2c1)N/N=C/c1ccncc1	0.96	0.3	-8	0	-11	-4	4	1.2	-15
CCOCC(=O)Nc1nc2c(s1)C(=O)CC(C)(C)C2	0.96	-0.7	-2	-5	-3	-1	4	1.1	-14
COC(=O)c1cc(OC)c(OC)cc1NC(=O)Nc1ccccc1F	0.98	1.4	-6	-3	2	0	2	1.2	-19
CCOP(=O)(OCC)C(NCc1ccccc1)c1ccc(Br)cc1 (configuration not stated)	1	0.3	-2	4	0	4	-5	0.99	1
CC1(C)CC(CC(=O)NNc2nc(-c3ccccc3)cs2)C(=O)O1 (configuration not stated)	0.93	0.3	-2	-5	-2	-1	7	0.98	2
COCCNC(=O)CSc1nc2sccc2c(=O)n1-c1ccccc1	1	0.0	-7	3	-1	-2	-1	1.1	-9
COc1ccc(-c2sc3ccccc3c2-c2ccc(OCCN3CCOCC3)cc2)cc1	0.99	0.0	1	5	-2	-5	0	0.96	4
COCC(=O)N1CCC(Oc2ccc(C(=O)N3CCCCC3COC)cc2)CC1 (configuration not stated)	1.1	-0.3	-1	0	-1	4	-13	1.3	-33

A stretch from further up, as a working copy:
SMILES	mIAP activ	MPTP block	APOBEC3G inh	ATG4B inhibitor	A3A deaminase	beta cell repl	mIAP block	hIAP act	hIAP inh
COC(=O)c1cc(OC)c(OC)cc1NC(=O)Nc1ccccc1F	0.98	1.4	-6	-3	2	0	2	1.2	-19
CCOP(=O)(OCC)C(NCc1ccccc1)c1ccc(Br)cc1 (configuration not stated)	1	0.3	-2	4	0	4	-5	0.99	1

Next records:
SMILES	mIAP activ	MPTP block	APOBEC3G inh	ATG4B inhibitor	A3A deaminase	beta cell repl	mIAP block	hIAP act	hIAP inh
CCCn1c(SCC(=O)NC2CCCC(C)C2C)n[nH]c1=O (configuration not stated)	1	-1.4	-3	-11	-1	-3	-3	0.99	1
CC12CC3(C)CC(C)(C1)CC(C(=O)Nc1nn[nH]n1)(C2)C3	0.89	0.7	8	-4	3	0	11	1	-4
CC(C)NC(=S)N(C)C1(c2ccccc2Cl)CCCCC1=O (configuration not stated)	1.1	2.1	1	2	0	-2	-6	0.92	8
COc1ccccc1OCC(=O)Nc1ccc(O)cc1C(=O)O	1.1	1.2	7	3	-1	-1	-10	1.1	-10
COc1ccc(CC(=O)Nc2ccccc2-c2ccccc2)cc1OC	1	7.4	-7	-4	1	0	-1	0.85	15
O=C(NCC(c1ccco1)N1CCN(c2ccc(F)cc2)CC1)c1ccco1 (configuration not stated)	0.91	1.4	-4	-13	-2	0	9	1.2	-18
O=[N+]([O-])c1cc2c(cc1/C=N/Nc1nc(Nc3ccccc3)nc(N3CCCCC3)n1)OCO2	0.88	0.7	2	-3	0	-2	12	0.78	22
O=C(CC1C(=O)NCCN1CC1CCCCC1)NCCCN1CCOCC1 (configuration not stated)	1	-0.6	-7	-2	-4	-3	-3	1.3	-32
COc1ccc(C(c2nnnn2CS(=O)(=O)c2ccc(C)cc2)N2CCN(Cc3ccccc3)CC2)cc1 (configuration not stated)	0.93	6.4	-5	-4	-3	-3	7	1	-2
O=C(CCC1CCCN(C(=O)Cn2cnnn2)C1)NCc1ccccc1F (configuration not stated)	1.1	1.0	-8	-17	-3	-5	-6	1.1	-12
COC(=O)COc1ccc2c(-c3ccc(OC)cc3)cc(=O)oc2c1	1	-1.8	-10	-6	-1	-3	-4	1.2	-25
COc1ccc(C2C(C(=O)O)CCC(=O)N2c2ccc(C)cc2)cc1OC (configuration not stated)	1	2.4	2	-2	0	-4	-4	0.99	1
CCOC(=O)/C(C#N)=C1/C=Nc2ccccc2N1	0.92	1.8	-7	7	-2	0	8	0.93	7
O=C(O)c1ccoc1CN1CCCCC1	1	2.7	1	25	2	-2	0	0.96	4
CC(C)n1c(SCc2ccc(Cl)cc2)nc2c1c(=O)[nH]c(=O)n2C	0.94	1.8	-8	7	-5	5.6*	6	1.1	-7
CCOC(=O)C(NC(=O)CCC(=O)Nc1ccc(S(N)(=O)=O)cc1)C(O)c1ccccc1 (configuration not stated)	0.98	·	-6	17	-3	-1	2	0.95	5
COc1cc(Cl)cc(C(=O)O)c1OCC(=O)O	0.98	-1.5	-9	5	-2	-3	2	1.2	-16
CC(C)C(C(=O)NCc1ccco1)N(C(=O)CNS(=O)(=O)c1ccccc1)c1ccccc1 (configuration not stated)	1	-0.3	-2	-13	0	0	0	1.2	-18
Cc1cc(S(=O)(=O)N2CCCC2)ccc1OCC(=O)N1CCOCC1	0.99	-1.9	-2	-8	-1	-3	1	1	-4
Cc1c(O)c(CN2CCCCC2)cc2c3c(c(=O)oc12)CCC3	1.1	0.9	-1	7	0	-3	-8	1.1	-11
COc1ccc(NC(=O)c2nc[nH]c2C(=O)N(C)Cc2ccccc2)cc1	1	-2.8	12	2	3	3	-5	1.2	-18
COc1cccc(/C=C/C(=O)NNC(=O)c2ccncc2)c1	1	-3.0	-7	-6	3	0	-3	1.1	-8
N/C(=N\N=C/c1ccc(F)cc1)N/N=C\c1ccc(F)cc1	0.99	3.9	-3	-8	-1	-4	1	1.1	-6
COc1ccc(C2NC(C(=O)O)Cc3c2[nH]c2ccccc32)cc1CN1CCN(c2ccc(F)cc2)CC1 (configuration not stated)	1.1	2.1	-8	-8	-6	-3	-7	1	-2
CCN(CC(=O)Nc1ccc2c(c1)OCCO2)C(=O)c1ccc(C)c(S(=O)(=O)N2CCOCC2)c1	1	-0.8	-7	-7	1	0	-3	1.1	-10
C#CCOc1ccccc1CNc1ccccc1	1.1	1.2	2	3	0	-1	-9	1.1	-6
COCC(C)NC(=O)c1ccc2c(c1)S(=O)(=O)c1ccccc1C2=O (configuration not stated)	0.95	-2.2	-4	-3	0	4	5	0.81	19
Cc1ccc(C)c(N2CCN(C(=O)Cn3c(=O)oc4cc(S(=O)(=O)N5CCCC5)ccc43)CC2)c1	1.1	-2.6	-4	-4	3	0	-8	1.1	-8
CC(=O)N1CCOc2ccc(S(=O)(=O)N(C)c3cccc(C)c3)cc21	1.1	-0.9	4	2	3	2	-10	1.2	-19
O=[N+]([O-])c1ccc(N2CCN(c3ccc(F)cc3)CC2)cn1	0.95	0.5	-8	11	0	2	5	0.95	5
COc1ccccc1C(CNC(=O)c1ccc(C)c(S(=O)(=O)N2CCCCC2)c1)N(C)C (configuration not stated)	1.1	-0.9	2	-9	3	-1	-6	1	-3
Cc1nn2c(COc3ccc(NC(=O)c4ccccc4)cc3)nnc2c2ccccc12	0.92	2.0	-6	1	-2	-3	8	1.1	-14

High-throughput results as filed in PubChem.
